Screening data as filed in PubChem BioAssay.
NS5 inhibitors: flavivirus cap methylation enzyme inhibition – biochemical, confirmation dose response, primary screen (AID 588689) | 340,000 tested, 0.3% active | Dengue-2 NS5 methyltransferase capping enzyme assay, biochemical; higher % means a stronger effect | inhibition, % at 25 µM; hits with a dose series show IC50 in µM; in the data active = a potency from the dose series
West Nile antiviral: West Nile virus antiviral activity, cell-based, CPE readout (AID 1621). West Nile virus-infected cells, CPE inhibition; higher % means a stronger effect. CPE inhibition, % at 10 µM; hits with a dose series show IC50 in µM. 290,000 tested, 0.02% active; in the data active = a potency from the dose series; note: strong numbers were not always called active
NS5 inhibitors pilot replicate: further read-out of NS5 inhibitors, marked with its call; inhibition, %; measured here: pilot screen replicate inhibition
* = called active by the depositor; x = no result given. Not all compounds are listed; rates above refer to the full screens.

SMILES | NS5 inhibitors | West Nile antiviral | others
Cc1c(C(=O)N2CCN(c3ccccn3)CC2)sc2ncnc(N3CCN(c4ccccc4)CC3)c12 | x | 0.1%
O=C(O)C1Nc2ccc(OC(F)(F)F)cc2C2C=CCC12 (stereo unspecified) | x | -0.2%
CC(C)(C)OC(=O)N1CCC2(CC1)Oc1ccc(F)cc1C(=O)C21CC(c2ccc(Cl)cc2)=NO1 (stereo unspecified) | x | -0.6%
O=C1CN2Cc3c(ccc(Cl)c3Cl)N=C2N1 | x | -0.5%
COC(=O)c1ccc2c(c1)NC(=O)C1CCCN21 (stereo unspecified) | x | 0.5%
CCCN(CCC)c1nc2ccccc2nc1C(C#N)C(=O)OC(C)COC (stereo unspecified) | x | 0.7%
COc1cccc(C2C(C(=O)c3cc4ccccc4o3)=C(O)C(=O)N2CCN(C)C)c1OC (stereo unspecified) | x | -0.2%
Cc1ccc(NC(=O)COc2ccc(C(=O)NCCc3ccccc3)cc2)cc1 | x | 0.2%
CC(C)(C)OC(=O)NCCCCC1=CC2=CC(=O)C(C)(OC(=O)c3cnc4ccccc4n3)C(=O)C2=CO1 (stereo unspecified) | x | -0.3%
COC(=O)C1=C(C(=O)OC)[C@@H]2N(C)c3ccc(OC)cc3[C@@]23C[C@@H](C(=O)OC)N(C(=O)COCc2ccccc2)C3=N1 | x | 0.1%
CC1(OC(=O)c2cccs2)C(=O)C=C2C=C(c3ccc(C#N)cc3)OC=C2C1=O (stereo unspecified) | x | 0.0%
COc1ccc(NC(=O)N(Cc2cccnc2)Cc2ccccc2Cl)c(OC)c1 | x | -0.1%
COc1ccc(-c2oc3c4c(cc(OC)c3c(=O)c2CC=C(C)C)OC(C)(C)C=C4)c(OC)c1 | x | 1.1%
CCCCCCCCC(=O)O | x | 0.2%
CN1CCc2nc(SCc3ccc(Cl)cc3)c(C#N)c(-c3cccs3)c2C1 | x | 0.9%
O=C1c2cccc(O)c2C(=O)c2c(O)cc(CO)cc21 | x | -0.4%
Cc1ccc(O)c(O)c1 | x | 1.1%
CC(C)(C)NS(=O)(=O)c1cccc2nsnc12 | x | -0.2%
COc1c(N2CCNC(C)C2)c(F)cc2c(=O)c(C(=O)O)cn(C3CC3)c12 (stereo unspecified) | x | -0.2%
COC(=O)[C@@]1(Cc2ccc(OC)cc2)[C@H]2c3cc(C(=O)N4CCCC4)n(Cc4c(CO)[nH]cc(C)c4=O)c3C[C@H]2CN1C(=O)c1ccccc1 | x | -0.4%
COc1cccc(C2NC(=O)N(CCCC(=O)O)C(C)=C2C(=O)OCc2ccccc2)c1 (stereo unspecified) | x | 2.0%
O=C(Nc1cc(Cl)ccc1C(=O)O)c1ccc(CN2C(=O)c3ccccc3C2=O)cc1 | x | -0.6%
CC1(C)C2CC[C@]3(C)C(CC=C4[C@@H]5C[C@@](C)(CO)[C@@H]6C[C@@]5(CC[C@]43C)C(=O)O6)[C@@]2(C)CC[C@@H]1O (stereo partly specified) | x | -0.6%
O=c1c2ccccc2nnn1CSc1nc2cc(Cl)ccc2c(=O)n1Cc1ccco1 | x | 3.0%
O=C(O)C[C@H](O)C[C@H](O)/C=C/c1c(C2CC2)nc2ccccc2c1-c1ccc(F)cc1 | x | -1.7%
(further entries)
SMILES | NS5 inhibitors | West Nile antiviral | others
Oc1ccc(O)cc1 | x | 0.1%
CCSc1nc2sc3c(c2c2nnc(SCC(=O)NCc4ccco4)n12)CCCC3 | x | 0.5%
CCn1cc(C(=O)NC2CCCCCC2)c(=O)c2cc(S(=O)(=O)N3CCCCC3)ccc21 | -3.6% | x
COc1cc(C(C)=O)ccc1OCC(=O)OC(C)C(=O)c1ccc(F)cc1 (stereo unspecified) | -6.0% | x
CCOc1ccc(NC(=O)CN(C)C(=O)c2cc3c(s2)CCCCC3)cc1OCC | -5.9% | x
COc1cc(C(=O)OC(C)C(=O)NC(=O)NC2CCCCC2)ccc1OC(F)F (stereo unspecified) | -1.5% | x
CC1(O)CC(C)(C)C(C#N)C(=O)N1 (stereo unspecified) | 5.0% | x
CCOc1ccc(C(=O)Nc2cc(Cl)ccc2-n2cncn2)cc1OC | 0.7% | x
CCOC(=O)N1CCN(C(=O)C2CCN(C(=O)c3ccccc3C)CC2)CC1 | -22.5% | x
COc1cccc(-c2cnc3c(c2)C(=O)N([C@H](C)CO)C[C@@H](C)[C@H](CN(C)C(=O)Nc2ccccc2F)O3)c1 | -7.2% | x
CC(=O)Nc1ccc2c(c1)Cc1cc(N3C(=O)C=CC3=O)ccc1-2 | -40.1% | x
O=C(CN1CCN(c2cnn(-c3ccccc3)c(=O)c2Cl)CC1)NC1CCS(=O)(=O)C1 (stereo unspecified) | 2.2% | x
O=C(OCc1cc([N+](=O)[O-])cc2c1OCOC2)c1cccnc1SC(F)F | -0.7% | x
COc1ccc(-c2ccc3nnc(SCC(=O)NCC4CCCO4)n3n2)cc1 (stereo unspecified) | 2.2% | x
COC(=O)[C@]1(Cc2ccccc2)N[C@H](c2ccc(-c3ccc(OC)cc3)cc2)[C@@H]2C(=O)N(C)C(=O)[C@@H]21 | -7.2% | x
Cc1ccc(C(=O)COC(=O)c2cc(C)no2)c(C)c1 | -2.9% | x
COc1ccc2c(c1)c1c(c(=O)n(-c3ccc(C)cc3)c(=O)n1CC(=O)NCC1CCCO1)n2C (stereo unspecified) | -6.6% | x
Cc1ccccc1NC(=O)Cc1nc(COC(=O)CCC(=O)c2ccccc2)cs1 | -4.3% | x
CCNC(=O)NC(=O)COC(=O)c1cccc(S(=O)(=O)N2CC3(C)CC2CC(C)(C)C3)c1 (stereo unspecified) | 1.4% | x
CCCCCC(=O)N1C[C@H](n2cc(COC(=O)c3ccccc3)nn2)[C@@H](O)C[C@@H]1c1ccc(C)cc1 | -7.7% | x
C[C@@H]1CCCCO[C@H](CN(C)C(=O)c2ccccc2)[C@@H](C)CN([C@H](C)CO)C(=O)c2cc(NC(=O)NC3CCCCC3)ccc2O1 | -2.8% | x
CCOC(=O)C1CCCN(C(=O)c2ccc(NS(=O)(=O)c3ccc4[nH]c(=O)[nH]c4c3)cc2)C1 (stereo unspecified) | -5.1% | x
CSCC[C@H](NC(=O)c1ccc(OCC2CCCO2)cc1)c1nc2ccccc2[nH]1 (stereo partly specified) | 3.2% | x
CCCNC(=O)C(Cc1ccc(OC)cc1)NC(=O)c1ccc(C#N)cc1 (stereo unspecified) | -13.0% | x
CCN(C[C@H]1N[C@@](Cc2ccccc2)(C(=O)OC)[C@H]2C(=O)N(Cc3ccccc3)C(=O)[C@@H]12)C(=O)c1ccc(C)cc1 | -7.6% | x | NS5 inhibitors pilot replicate=2.4

The final seven entries of the section before are carried over, then new ones follow.
SMILES | NS5 inhibitors | West Nile antiviral | others
CCNC(=O)NC(=O)COC(=O)c1cccc(S(=O)(=O)N2CC3(C)CC2CC(C)(C)C3)c1 (stereo unspecified) | 1.4% | x
CCCCCC(=O)N1C[C@H](n2cc(COC(=O)c3ccccc3)nn2)[C@@H](O)C[C@@H]1c1ccc(C)cc1 | -7.7% | x
C[C@@H]1CCCCO[C@H](CN(C)C(=O)c2ccccc2)[C@@H](C)CN([C@H](C)CO)C(=O)c2cc(NC(=O)NC3CCCCC3)ccc2O1 | -2.8% | x
CCOC(=O)C1CCCN(C(=O)c2ccc(NS(=O)(=O)c3ccc4[nH]c(=O)[nH]c4c3)cc2)C1 (stereo unspecified) | -5.1% | x
CSCC[C@H](NC(=O)c1ccc(OCC2CCCO2)cc1)c1nc2ccccc2[nH]1 (stereo partly specified) | 3.2% | x
CCCNC(=O)C(Cc1ccc(OC)cc1)NC(=O)c1ccc(C#N)cc1 (stereo unspecified) | -13.0% | x
CCN(C[C@H]1N[C@@](Cc2ccccc2)(C(=O)OC)[C@H]2C(=O)N(Cc3ccccc3)C(=O)[C@@H]12)C(=O)c1ccc(C)cc1 | -7.6% | x | NS5 inhibitors pilot replicate=2.4
COc1ccc(N(CC(=O)NC2CCS(=O)(=O)C2)S(=O)(=O)c2ccc(Cl)c(Cl)c2)cc1 (stereo unspecified) | -8.8% | x
Cc1ccc(Oc2ccc(NS(=O)(=O)c3cccc(C(=O)O)c3)cc2)cc1 | 0.8% | x
CC(=NNC(=S)Nc1ccc(C)cc1)c1ccccn1 | -8.1% | x
COc1ccc(CCNC(=O)COc2cc(C)cc3oc(=O)c(C)c(C)c23)cc1OC | -4.9% | x
CC(=O)c1c(C)[nH]c(C(=O)OCC(=O)NCc2cccs2)c1C | 6.0% | x
CCOc1ccc(NC(=O)CN(C)C(=O)c2ccc(N3CCCCCC3)c([N+](=O)[O-])c2)cc1OCC | -8.0% | x
Cn1c(=O)[nH]c2c(c1=O)CCO2 | 1.6% | x
COc1cccc(CNCc2cccc(OC)c2O)c1O | 1.6% | x
C[C@]12c3[nH]c4ccccc4c3CCN1C(=O)C(CC(=O)NCc1cccc(C(F)(F)F)c1)C[C@@H]2C(=O)N1CCOCC1 (stereo partly specified) | -3.3% | x | NS5 inhibitors pilot replicate=-6.1
C/C=C(/C)C(=O)O[C@@H]1Cc2c(ccc3ccc(=O)oc23)OC1(C)C | -10.4% | x
CCCCN1C(=O)C(=O)N(CC(=O)Nc2cccc(C(C)=O)c2)C1=O | -6.6% | x
COc1cc(C(=O)OCC(=O)c2cc(C)n(CC3CCCO3)c2C)cc(OC)c1C (stereo unspecified) | -2.9% | x
CCCN(CC(=O)Nc1ccccc1C)C(=O)c1oc2ccc(OCC)cc2c1C | -3.0% | x
Cc1ccsc1C(=O)OCC(=O)NCCNC(=O)COC(=O)c1sccc1C | -0.7% | x
CC1CCCC(NC(=O)C2CCN(C(=O)Nc3ccccc3)CC2)C1C (stereo unspecified) | -0.7% | x
O=C(O)CC1(C(=O)O)CCCC1 | -13.9% | x
O=C(CN1CCc2ccccc2C1)Nc1cccc(S(=O)(=O)N2CCOCC2)c1 | -4.5% | x
O=C(COC(=O)c1ccc([N+](=O)[O-])s1)Nc1ccc(F)cc1 | 1.1% | x
Cc1cc(=O)n(Nc2ccccc2)c(O)c1C#N | 16.6% | x
Cc1ccc(Cl)cc1C1=CC(=O)C[C@H](c2ccc(F)cc2)C1 | -0.7% | x
CCN(CC)S(=O)(=O)c1cccc(C(=O)NCC2(N3CCOCC3)CCCCC2)c1 | -9.5% | x
O=C(COC(=O)c1ccc(Cl)c(S(=O)(=O)N2CCCC2)c1)NCc1ccccc1 | -5.8% | x
COc1ccc(S(=O)(=O)N2CCOCC2)cc1NC(=O)CC1CCCC1 | 0.7% | x
COc1cc(OC)cc(C(=O)N[C@H](C(=O)Nc2c(C)n(C)n(-c3ccccc3)c2=O)C(C)C)c1 | 0.7% | x
COc1ccc(OC)c(/C=C/c2ccnc3ccccc23)c1 | -6.2% | x
More results follow:
SMILES | NS5 inhibitors | West Nile antiviral | others
Cc1nnc(SCC(=O)N(C2CCCCC2)C2CCS(=O)(=O)C2)n1C (stereo unspecified) | 1.5% | x
C#CCOCCOCCOCCNc1nc(N2CCOCC2)nc(N2CCN(C(=O)CCCCCCCCCCNC(=O)[C@H]([C@@H](C)CC)n3cc(CCCCN=C(N)N)nn3)CC2)n1 | -4.7% | x
CCCN1CCN(C(=O)Cn2nc(C)n3c(cc4c(OC)cccc43)c2=O)CC1 | -8.5% | x
COc1ccc2oc(C(=O)OCC(=O)N3CCCCC3C)c(C)c2c1 (stereo unspecified) | 10.1% | x
O=C(CSc1nc2nn(-c3ccccc3)c(=O)c-2c2n1CCCCC2)c1ccc(OC(F)F)cc1 | -7.3% | x
CCOC(=O)C1CC(=NO)c2ccc(OC)c(OC)c2C1 (stereo unspecified) | 1.1% | x
O=C(Nc1cc(C(F)(F)F)ccc1N1CCCC1)C1=COCCO1 | -0.7% | x
COc1cc(NC(=O)Cn2cnc3c(NCc4ccccc4)ncnc32)cc(OC)c1OC | 0.7% | x
O=C(NN1C(=O)NC2(CCCCC2)C1=O)c1cc2ccccc2o1 | -6.9% | x
Cc1ccc(Nc2nnc(SCC(=O)NC3CC3)s2)cc1 | -4.5% | x
Cc1ccc(NC(=O)COC(=O)CCc2c(C)nc3nc(N)nn3c2C)cc1C | -0.8% | x
C[C@H](CO)N1C[C@H](C)[C@H](CN(C)Cc2ccncc2)Oc2ncc(C#CC3CC3)cc2C1=O | -1.7% | x

Two records picked at random from the list so far, as already listed:
SMILES | NS5 inhibitors | West Nile antiviral | others
CCCN1CCN(C(=O)Cn2nc(C)n3c(cc4c(OC)cccc43)c2=O)CC1 | -8.5% | x
O=C(Nc1cc(C(F)(F)F)ccc1N1CCCC1)C1=COCCO1 | -0.7% | x
